SV40 large T antigen: TAg ATPase/helicase activity blockers – biochemical (AID 1903); hit rate 0.39% among 310,000; SV40 large T antigen ATPase/helicase inhibition assay; higher % means a stronger effect; inhibition, % at 20 µM; hits with a dose series show IC50 in µM; in the data active = a potency from the dose series; inconclusive = inhibition mostly from about 32% at the one dose, without a potency; inactive = the rest, 99 in 100 with inhibition below about 32%; note: strong numbers were not always called active
NTR1 ag: agonists of NTR1, primary screen, imaging, U2OS cells, beta-arrestin-GFP, high content (AID 493036). P30989. activation, % at 20 µM. NTR1-U2OS beta-arrestin-GFP spot imaging, agonist mode. hit rate 0.17% among 330,000;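 active = activation at or above 40% of the spot to cytoplasm intensity ratio, with at least 20 cells analyzed; inconclusive = wells under 20 cells, flagged as cytotoxic or low count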;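 note: 0% = DMSO without peptide and 100% = 100 nM NTR1 peptide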
Target sequence (P30989 whole entry, looked up): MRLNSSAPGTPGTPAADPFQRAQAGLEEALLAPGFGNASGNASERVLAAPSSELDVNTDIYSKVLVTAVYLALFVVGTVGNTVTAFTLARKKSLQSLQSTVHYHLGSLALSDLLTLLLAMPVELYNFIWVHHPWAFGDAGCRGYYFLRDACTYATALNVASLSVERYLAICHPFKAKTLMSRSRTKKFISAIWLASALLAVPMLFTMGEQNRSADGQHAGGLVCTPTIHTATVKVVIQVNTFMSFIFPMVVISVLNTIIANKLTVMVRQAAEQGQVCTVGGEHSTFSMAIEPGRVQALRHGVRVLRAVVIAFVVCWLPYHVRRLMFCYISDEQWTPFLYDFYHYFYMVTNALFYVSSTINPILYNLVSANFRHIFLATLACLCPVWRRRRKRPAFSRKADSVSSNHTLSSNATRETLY
Rac1 GTP hydrolysis: MgcRacGAP GTPase-activating activity inhibitors, confirmation, biochemical, ADP Hunter fluorescence; MgcRacGAP-stimulated Rac1 GTP hydrolysis, ADP Hunter fluorescence; higher % means a stronger effect; GST-tagged Rac1 F28L mutant substrate; inhibition, % at 30 µM; hits with a dose series show IC50 in µM; hit rate 0.6% among 340,000;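 active = first-screen hits whose inhibition reached a set limit at any dose in the follow-up dose series; inconclusive = inhibition above the set first-screen limit but never retested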;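 note: fluorescence reports GDP produced by GAP-driven GTP hydrolysis; strong numbers were not always called active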
T cell HTS: T cell immune modulators affecting CD8 T cell-vesicle binding; 2C CD8+ T cell-vesicle binding, flow cytometry; active compounds read low; calls only at 7 µM; hit rate 0.068% among 330,000; AID 2052;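 active = response, share of CD8 T cells binding vesicles, and their 90th percentile fluorescence all below set limits, cut at about 80% in these data, passing the limit was not always enough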
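System: murine 2C transgenic CD8+ T lymphocytes; also added: QL9-loaded Drosophila micro-vesicles; times: binding 1.5 h at 37 °C; measured by: flow cytometry, PE anti-B7-1 (FL2) versus Alexa647 anti-CD8 (FL8), PFA-fixed; control set: Peptide-free naked vesicles (low) and QL9 vesicles with 0.7% DMSO vehicle (high)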
Hep lipid drop: modulators of hepatic lipid droplet formation | AML12 mouse hepatocytes, oleate lipid droplets, BODIPY imaging | inhibition, % at 6.5 µM | hit rate 0.4% among 240,000 | AID 1656;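 active = lipid droplet intensity inhibited by at least 50%, with more than 500 cells counted; inconclusive = wells with under 300 cells, treated as cytotoxic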
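Assay system: AML12 hepatocytes (mouse); Probe or stimulus: oleic acid at 100 µM to induce lipid droplet formation; Dosing: compound at 6.5 µM only; Schedule: compound with oleate, overnight; Detection: fluorescence imaging, 20x objective, two fields per well; Measure: % inhibition of lipid droplet signal.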
GPR35 antagonists: inhibition of zaprinast-stimulated GPR35 beta-arrestin translocation – imaging, U2OS, beta-arrestin-GFP, zaprinast agonist, primary screen (AID 2058). hit rate 0.052% among 290,000. inhibition, % at 10 µM, or IC50 in µM where a hit was titrated. U2OS GPR35 beta-arrestin-GFP translocation imaging, zaprinast antagonism; higher % means a stronger effect;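 active = inhibition of at least 50% with at least 30 cells and total cytoplasm GFP at most 10,000,000; inconclusive = under 30 cells or total GFP of 10,000,000 plus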
GPR55 activation: selective activators of receptor GPR55 – imaging, U2OS cells, beta-arrestin-GFP redistribution, primary screen (AID 1961); U2OS GPR55 beta-arrestin-GFP redistribution imaging; higher % means a stronger effect; hit rate 0.048% among 290,000; activation, % at 10 µM; hits with a dose series show EC50 in µM;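 active = activation above 40% with more than 50 cells counted in the well; inconclusive = wells holding fewer than 50 cells, flagged as toxic or sparse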;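 note: U2OS osteosarcoma cells stably expressing GPR55 and beta-arrestin-GFP; plate controls were DMSO negative control for no effect and LPI positive control for full effect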
LYP inhibition: inhibitors of LYP phosphatase, biochemical, fluorescence intensity, uHTS (AID 1779); recombinant LYP phosphatase, fluorescence intensity; higher % means a stronger effect; inhibition, % at 11.5 µM; hits with a dose series show IC50 in µM; hit rate 0.054% among 290,000; in the data active = inhibition above about 50%;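 note: plate controls were vehicle with enzyme for no effect and no enzyme for full effect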
GPR55 LPI antagonism: GPR55 antagonists blocking LPI-driven arrestin recruitment, primary screen, imaging, U2OS, beta-arrestin-GFP, LPI agonist (AID 2013) | inhibition, % at 10 µM, or IC50 in µM where a hit was titrated | U2OS GPR55 beta-arrestin-GFP translocation imaging, LPI antagonism; higher % means a stronger effect | hit rate 0.13% among 290,000;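 active = spots per cell inhibited over 60%, with over 100 cells counted and total cytoplasm intensity under 500,000; inconclusive = wells with under 100 cells, flagged as likely toxic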;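 note: U2OS cells stably carrying GPR55 and arrestin-GFP stimulated by 5 µM LPI near EC80; imaged beta-arrestin-GFP aggregate spots per cell after agonist stimulation; plate controls were LPI-stimulated DMSO wells for no effect and DMSO wells without LPI for full effect; some results filed as inactive read as strong as hits; confirmed hits need IC50 under 10 µM and bright autofluorescent wells are also inconclusive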
Hep lipid drop cells 6.5 µM: also measured in Hep lipid drop; calls as there; cell count; measured here: cell count, cytotoxicity flag;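 cells counted across two imaged fields per well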
T cell HTS vesicle-bound %: also measured in T cell HTS; calls as there; double positive events, %; measured here: CD8+ vesicle-bound cell fraction;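 binding gate set so that unloaded-vesicle control wells show 10% double positive cells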
NTR1 ag cell count 20 µM: recorded beside NTR1 ag, whose call it bears; cell count; measured here: cell count, cytotoxicity flag
The depositor's hits bear a star; i = inactive; ? = inconclusive; . = not tested or not shown. Not a hit list; 1.8% or so of the library scored in one or more.

no.	compound	SV40 large T antigen	Hep lipid drop cells 6.5 µM	GPR55 activation	Rac1 GTP hydrolysis	GPR35 antagonists	T cell HTS vesicle-bound %
1	CC1CN(C(=O)c2cccn(Cc3c(Cl)cccc3Cl)c2=O)CC(C)O1 (centres undefined)	11%	679	-0.1%	9%	-23%	42
2	COCCn1c(SCC(=O)Nc2ccc(S(=O)(=O)N(C)C)cc2)nc2ccccc21	8%	813	0.7%	11%	10%	21
3	Cc1cc(N2CCN(c3ccccc3)CC2)nc(-c2ccccc2)n1	-3%	749	0.2%	3%	-2%	36
4	O=C(Cn1c(=O)oc2ccccc21)Nc1cccc(Cl)c1	16%	.	-0.1%	-1%	-5%	40
5	CSc1nsc(SCC(=O)Nc2ccc(OC(C)=O)cc2)n1	-2%	697	0.2%	6%	-11%	28
6	O=C(Cn1cc(C(F)(F)F)cc(Cl)c1=O)NCc1ccc(Cl)cc1Cl	6%	754	0.2%	5%	-2%	29
7	O=C1NN(c2ccccc2)C(=O)/C1=C\c1ccccc1	18%	847	0.7%	22%	2%	49
8	Cc1ccc(C(=O)/C=C/C(=O)c2ccc(C)cc2)cc1	2%	713	1.1%	4%	11%	19
9	Cc1c(C)c2ccc(OCC(=O)NC(Cc3c[nH]c4ccc(O)cc34)C(=O)O)c(C)c2oc1=O (centres undefined)	.	784	-0.1%	8%	12%	10
10	CC(C)[C@H](NC(=O)c1nn(Cc2ccccc2)c(=O)c2ccccc12)C(=O)O	10%	.	.	3%	-10%	26

no.	LYP inhibition	NTR1 ag	Hep lipid drop	T cell HTS	GPR55 LPI antagonism	NTR1 ag cell count 20 µM
1	-2%	1.1	-16	i	-6%	40
2	-4%	-0.4	0	i	2%	44
3	-3%	3.3	1	i	-16%	54
4	-10%	1.2	.	i	-5%	53
5	2%	2.1	-2	i	6%	57
6	-13%	-0.3	12	i	13%	51
7	-27%	0.6	2	i	26%	50
8	-3%	42*	4	i	26%	56*
9	-8%	0.1	-4	i	-13%	83
10	-5%	0.0	.	i	-1%	49

no.	compound	SV40 large T antigen	Hep lipid drop cells 6.5 µM	GPR55 activation	Rac1 GTP hydrolysis	GPR35 antagonists	T cell HTS vesicle-bound %
11	C[C@H]1CN=C(N(C)C)N1CCCCc1ccccc1	1%	.	.	2%	.	36
12	Cc1ccccc1C(=O)N1CCN(c2ccc(NC(=O)c3cccs3)cc2)CC1	33%	785	-0.1%	11%	-4%	8
13	O=C(c1cccc(NS(=O)(=O)c2cccc(C(F)(F)F)c2)c1)N1CCOCC1	11%	799	-0.1%	6%	10%	6
14	Cc1ccc(S(=O)(=O)N(C)CC(=O)Nc2ccccc2)cc1	-3%	811	-0.1%	13%	5%	53
15	CC/C(=N\NC(=O)c1cccnc1)c1ccc2c(c1)OCCO2	5%	720	0.1%	-1%	8%	36
16	CCCc1cc(C(=O)Nc2cc(Cl)ccc2O)no1	7%	768	0.0%	4%	-4%	34
17	Cc1ccccc1NC(=O)CN1C(=O)c2ccccc2C1=O	5%	805	-0.1%	5%	13%	38
18	Cc1ccc(/C=N/NC(=O)CN2CCN(Cc3ccccc3)CC2)s1	7%	631	0.6%	-13%	3%	12
19	O=C(CC(=O)N/N=C\c1c(Cl)cccc1Cl)NCc1ccccc1	12%	.	-0.1%	0%	9%	19
20	O=C(Nc1cccc(Cl)c1)c1ccc(=O)[nH]n1	-1%	.	0.0%	4%	-15%	41

no.	LYP inhibition	NTR1 ag	Hep lipid drop	T cell HTS	GPR55 LPI antagonism	NTR1 ag cell count 20 µM
11	.	-4.5	.	i	.	82
12	-8%	4.1	6	i	15%	60
13	-9%	1.3	-41	i	10%	57
14	-6%	-1.3	14	i	7%	94
15	-6%	-1.1	-23	i	-6%	41
16	-11%	0.3	18	i	15%	48
17	-7%	1.3	25	i	2%	71
18	-8%	1.8	-6	i	-2%	56
19	-8%	2.1	.	i	-1%	84
20	-8%	0.2	.	i	-20%	93

no.	compound	SV40 large T antigen	Hep lipid drop cells 6.5 µM	GPR55 activation	Rac1 GTP hydrolysis	GPR35 antagonists	T cell HTS vesicle-bound %
21	CC(=O)c1cccc(NC(=O)C=C(C)C)c1	6%	763	0.2%	0%	-7%	35
22	Cc1ccc(CNC(=O)C(=O)NCC2OCCN2C(=O)c2ccc(Cl)cc2)cc1 (centres undefined)	12%	736	-0.2%	14%	-4%	28
23	O=C(c1ccccc1)c1sc(N2CCCCCC2)nc1-c1ccccc1	1%	.	-0.3%	6%	-1%	54
24	CSc1ncc2ncn(C3OC(CO)C(O)C3O)c2n1 (centres undefined)	3%	688	0.6%	0%	20%	31
25	O=c1[nH][nH]c(-c2ccccc2O)c1C(C[N+](=O)[O-])c1ccc(Cl)cc1Cl (centres undefined)	2%	604	0.0%	4%	-13%	35
26	COc1ccc(OC)c(NC(=O)CSc2nnc(C3CCCCC3)n2-c2ccccc2)c1	-4%	688	0.5%	7%	-10%	34
27	CC(c1ccccc1)N1C(=O)c2ccccc2C1(O)Cc1ccccc1 (centres undefined)	0%	715	0.2%	-3%	-6%	65
28	O=C(/C=C/c1ccc2c(c1)OCO2)NCC1CCCO1 (centres undefined)	1%	669	0.4%	0%	3%	38
29	Nc1c(Cl)nc(-c2ccccc2)nc1Cl	26%	580	1.2%	11%	-7%	46
30	Cc1ccccc1OC(C)C(=O)NCCC1=CCCCC1 (centres undefined)	26%	719	0.0%	7%	14%	20

no.	LYP inhibition	NTR1 ag	Hep lipid drop	T cell HTS	GPR55 LPI antagonism	NTR1 ag cell count 20 µM
21	-3%	-0.4	-3	i	7%	56
22	-1%	2.4	-9	i	-2%	88
23	-5%	13	.	i	48%	60
24	-4%	0.7	-15	i	11%	54
25	-8%	5.4	1	i	10%	66
26	-1%	4.5	-34	i	4%	72
27	-1%	2.6	-7	i	-1%	53
28	2%	0.0	-6	i	3%	29
29	2%	1.0	-22	i	8%	40
30	-8%	0.5	-11	i	1%	70

no.	compound	SV40 large T antigen	Hep lipid drop cells 6.5 µM	GPR55 activation	Rac1 GTP hydrolysis	GPR35 antagonists	T cell HTS vesicle-bound %
31	O=C(COC(=O)CCCOc1ccc(Cl)cc1Cl)NCc1ccccc1	12%	778	0.1%	-2%	9%	36
32	COc1ccc(CN2CC(C(=O)NCCc3ccc(Cl)cc3)CC2=O)cc1 (centres undefined)	-3%	717	-0.1%	7%	2%	23
33	CC(NC(=O)/C(=C\c1ccco1)NC(=O)c1ccco1)C(=O)O (centres undefined)	9%	792	-0.2%	17%	0%	59
34	COc1cc(CNCCN2CCOCC2)ccc1OCc1ccccc1Cl	22%	.	-0.1%	14%	13%	60
35	CCOC(=O)Cc1csc(N/N=C/c2ccc(C(F)(F)F)cc2)n1	14%	.	0.2%	11%	10%	20
36	COc1ccccc1/C=N/OCC(=O)NCc1ccc2c(c1)OCO2	-1%	650	0.5%	2%	8%	32
37	CCOC(=O)C1CCCN(C(=O)C(C)(C)Oc2ccc(Cl)cc2)C1 (centres undefined)	10%	691	0.1%	1%	-3%	32
38	CCOC(=O)C1(CCCc2ccccc2)CCN(C(=O)CCn2cnnn2)CC1	-6%	708	-0.1%	6%	11%	18
39	Cc1ccc(N2C(=O)c3cccc4c(N5CCN(C)CC5)ccc(c34)C2=O)c2cccnc12	9%	626	0.2%	.	-21%	32
40	O=c1c2ccccc2c(C=Nc2cccc(O)c2)c(O)n1-c1ccc2c(c1)OCO2	7%	.	0.3%	11%	-2%	20

no.	LYP inhibition	NTR1 ag	Hep lipid drop	T cell HTS	GPR55 LPI antagonism	NTR1 ag cell count 20 µM
31	-3%	-0.1	-9	i	-5%	60
32	-13%	0.1	-1	i	1%	55
33	-2%	-0.5	6	i	-1%	68
34	-11%	-1.4	.	i	14%	41
35	-2%	2.1	.	i	8%	53
36	-4%	0.1	-21	i	-1%	52
37	-7%	0.6	-14	i	8%	56
38	-14%	-0.3	-30	i	-3%	74
39	-4%	-0.4	16	i	11%	35
40	-5%	20	.	i	20%	41

no.	compound	SV40 large T antigen	Hep lipid drop cells 6.5 µM	GPR55 activation	Rac1 GTP hydrolysis	GPR35 antagonists	T cell HTS vesicle-bound %
41	COC(C(=O)N1CCC(n2nccc2NC(=O)C2CC2)CC1)c1ccccc1 (centres undefined)	20%	687	-0.2%	10%	-5%	40
42	CC(=O)Nc1ccc(N2C(=O)CC(N3CCN(Cc4ccc5c(c4)OCO5)CC3)C2=O)cc1 (centres undefined)	22%	753	-0.3%	1%	0%	33
43	CCOc1ccc(C2OC34CCCCC3C(C#N)(C#N)C2(C#N)C(=N)O4)cc1OC (centres undefined)	?	740	0.0%	8%	9%	12
44	N#CCCn1cc(C(=O)O)c(-c2cc3ccccc3o2)n1	7%	665	-0.3%	2%	2%	11
45	COc1ccc(N=C2SCC(c3ccccc3)=NN2C)cc1	9%	735	0.1%	-2%	8%	32
46	CCc1ccccc1NC(=O)NCc1cccnc1	26%	903	0.0%	8%	2%	6
47	O=C(NCC#CCOCc1ccccc1)c1ccccc1	14%	730	-0.2%	1%	-7%	22

no.	LYP inhibition	NTR1 ag	Hep lipid drop	T cell HTS	GPR55 LPI antagonism	NTR1 ag cell count 20 µM
41	-2%	0.0	0	i	8%	51
42	3%	0.1	15	i	3%	58
43	-6%	5.3	-7	i	-14%	93
44	1%	-0.8	11	i	-4%	70
45	3%	3.4	28	i	15%	50
46	-10%	-0.7	6	i	1%	63
47	-4%	-2.8	5	i	2%	92

Screens (PubChem BioAssay)
